# Compound activity (PubChem BioAssay)
# INS promoter inh: TRM-6 insulin promoter activity inhibition | inhibition, % at 2 µM | TRM-6 cells (human fetal islet line), insulin promoter-eGFP reporter, imaging; reporter expression induced with tamoxifen | actives 0.9% (n = 130,000) | AID 1273;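 active means inhibition above the mean plus 3 SD, with well images judged a real hit on visual review, cut at about 60% in these data, passing the limit was not always enough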
# SDO1 yeast rescue: compounds rescuing growth of sdo1-depleted yeast, bone marrow failure model; S. cerevisiae sdo1-depleted JHY4D growth rescue, OD600 30 h; stronger effect = higher value; pdr5 snq2 efflux-pump mutant strain; z-score at 10 µM; actives 0.21% (n = 140,000);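 active means z-score above 3 at both the 24 hr and the 30 hr optical density reads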;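 further: z-score against mean and SD of all compound wells on the same plate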
# SDO1 yeast rescue Rescue 24 h: also measured in SDO1 yeast rescue; calls as there; z-score; S. cerevisiae sdo1-depleted JHY4D growth rescue, OD600; measured here: growth rescue at 24 h;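 0 is the plate mean of compound wells and units are plate SD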
# * hit, by the source's call; · = not tested or not shown; & = joins results of further samples. These rows are one share of the data (hit frequency here may not be typical).
SMILES	INS promoter inh	SDO1 yeast rescue	SDO1 yeast rescue Rescue 24 h
Cc1ccc(-n2nnc3c(=O)n(CC(=O)N4CCC(C)CC4)cnc32)cc1	·	-0.14	-0.7
CCN(CC)S(=O)(=O)c1ccc(NCc2ccccc2)nc1	·	-0.75	-0.82
Cn1c(SCc2ccc(C(=O)Nc3nccs3)cc2)nnc1-c1ccccc1	-34.5	0.21	0.04
CCOC(=O)c1cnc(-n2nc(C)cc2C)nc1Nc1ccc(OC)cc1	·	-1.77	-0.78
CC(=O)OCCn1c(Br)nc2c1c(=O)[nH]c(=O)n2C	·	0.86	0.04
CC(=O)NC(c1cccc([N+](=O)[O-])c1)c1c(OC(C)=O)ccc2ccccc12 (configuration not stated)	18.8	-1.44	-1.24
COc1ccc(Br)cc1/C=N/NC(=O)C(c1ccncc1)N1CCOCC1 (configuration not stated)	10.3	0.68	0.32
CCOc1ccc(NC(=O)C2CCN(S(=O)(=O)c3c(C)n[nH]c3C)CC2)cc1	·	1.13	0.71
Cc1cccc(N2CCN(C3=NC(=O)C(Cc4ccccc4)S3)CC2)c1 (configuration not stated)	·	-0.39	-0.25
CC(C)CC(C(=O)Oc1ccc2c3c(c(=O)oc2c1)CCC3)N1C(=O)c2ccccc2C1=O (configuration not stated)	·	0.27	0.09

# Later entries:
SMILES	INS promoter inh	SDO1 yeast rescue	SDO1 yeast rescue Rescue 24 h
Cc1cc2cc3c(cc2nc1SCc1ccccn1)OCCO3	6.9	-0.81	-0.57
Cc1ccc(CCSc2ccc(C(C)C)cc2)cn1	18.8	-1.95	-1.01
O=C(COC(=O)[C@H](Cc1c[nH]c2ccccc12)NC(=O)c1cccs1)NCc1ccccc1	3.3	0.39	-0.02
CCOC(=O)N1CCC(NC(=O)C2CCN(S(=O)(=O)c3ccc4c(c3)oc(=O)n4C)CC2)CC1	-14.3	·	·
Cc1cc(C)c2cc(CN(Cc3cccs3)Cc3nnnn3CC3CCCO3)c(=O)[nH]c2c1 (configuration not stated)	·	-1.62	-0.09
Cc1ccc(N2C(=O)CN(Cc3sccc3C)C2=S)cc1C	3.2	-1.09	-0.03
CCN(C(=O)CSc1nnc(-c2ccncc2)n1C)C1CCS(=O)(=O)C1 (configuration not stated)	-42.5	-0.61	-0.85
CCCCOc1ccc(CONS(=O)(=O)c2ccc(NC(C)=O)cc2)cc1Cl	12.1	-0.49	0.37
CC(C)Cn1c(N)c(C(=O)COC(=O)CC23CC4CC(CC(C4)C2)C3)c(=O)n(C)c1=O	-17.1	-0.87	-0.54
CCN(CC)C(=O)Cn1cc(C(=O)C(=O)N2CC=C(c3ccccc3)CC2)c2ccccc21	-153.8	·	·

# More structures
SMILES	INS promoter inh	SDO1 yeast rescue	SDO1 yeast rescue Rescue 24 h
Cc1cc2nc(/N=C(\N)NC(=O)N3c4ccccc4Sc4ccccc43)nc(C)c2cc1C	-16.0	-0.73	0.28
COc1ccc(-c2nc3cc(NC(=S)NC(=O)Cc4ccccc4)ccc3o2)cc1	19.4	-0.66	0.35
CCOc1ccc(C(=O)CCNC(Cc2cnc[nH]2)C(=O)O)cc1 (configuration not stated)	-62.9	1.09	0.9
COc1ccc(-n2nnnc2SCC(=O)c2ccc3c(c2)OCCO3)cc1	79.3*	-0.71	0.51
CN(C(=O)COC(=O)/C=C/c1cn(-c2ccccc2)nc1-c1ccc2c(c1)OCCO2)C1CCS(=O)(=O)C1 (configuration not stated)	-33.3	·	·
CC(C(=O)O)c1ccc(N2Cc3ccccc3C2=O)cc1 (configuration not stated)	-31.8	-0.29	-0.91
CCc1ccc(-c2csc(NC(=O)Oc3ccccc3)n2)cc1	·	-0.76	-0.89
Cc1cc(C)nc(NS(=O)(=O)c2ccc(NC(=O)c3ccco3)cc2)n1	·	-0.46	0.25
COc1cc(CCC(=O)OCC(=O)Nc2ncc(Cl)cc2Cl)cc(OC)c1OC	-54.5	-0.3	-0.78
COc1nc(N/N=C/c2ccc(-c3cccc([N+](=O)[O-])c3)o2)nc(N2CCOCC2)n1	·	-0.84	-0.62

# Other results
SMILES	INS promoter inh	SDO1 yeast rescue	SDO1 yeast rescue Rescue 24 h
Cc1cc(=O)n(C2CCS(=O)(=O)C2)[nH]1 (configuration not stated)	28.6	·	·
CC(=O)N1CC=CC1(CC(C)C)C(=O)NCc1cc(F)cc(C(F)(F)F)c1 (configuration not stated)	-33.3	-0.09	-0.06
CCCCN(CCCC)CCNC(=O)Cc1nc2c(c(=O)[nH]c(=O)n2C)n1C	-81.2	0.3	0.03
CC1CN(C(=O)c2cccc(C(=O)N3CC(C)OC(C)C3)c2)CC(C)O1 (configuration not stated)	8.6	-0.23	-0.54
Cc1cc(=O)n(-c2ccc(C(=O)O)cc2)[nH]1	-13.3	·	·
Cn1c(SCC(=O)NCc2ccc3c(c2)OCO3)nnc1C1COc2ccccc2O1 (configuration not stated)	-63.6	0.26	0.63
O=C(Nc1cccc(NC(=O)c2ccc(-c3cccc(Br)c3)o2)c1)c1ccco1	·	-1.26	-0.44
Cc1ccc(-c2cc(-c3ccc4c(c3)OCO4)c(C#N)c(N)n2)o1	16.1	0.1	1.32
CCOCCc1nnc(NC(=O)c2cccc(F)c2)s1	-50.0	0.3	0.12
CCOC(=O)N1CCN(c2cc(=O)n(-c3cccc(Br)c3)c(=O)[nH]2)CC1	·	1.22	1.16

# Next entries follow:
SMILES	INS promoter inh	SDO1 yeast rescue	SDO1 yeast rescue Rescue 24 h
COc1ccc(C2NC(=S)NC(O)(C(F)(F)F)C2C(=O)c2cccs2)cc1 (configuration not stated)	9.1	0.41	0.27
CN(c1ccccc1C(=O)Nc1cccnc1)S(C)(=O)=O	36.8	0.26	-0.41
C=CCn1c(SCC(=O)c2c(N)n(C)c(=O)n(C)c2=O)nc2sc(C)c(C)c2c1=O	·	-1.03	0.1
CC(C)NC(=S)N1CCN(S(=O)(=O)c2cccc(C(F)(F)F)c2)CC1	37.7	-0.08	-0.53
COc1ccc(CN2CC(=O)N(c3ccc(C)cc3)C2=S)cc1OC	35.7	-0.9	-0.73
CCOC(=O)CC1COc2ccccc2N1C(=O)c1ccc(F)cc1 (configuration not stated)	-33.3	·	·
C=CCSc1nc(C)c2cc(C)cc(C)c2n1	13.8	-0.94	-0.73
OC1(c2ccc(F)cc2)CCN(Cc2nnnn2Cc2cccs2)CC1	·	0.37	1.14
CC1CC(Nc2ccccc2)c2ccccc2N1C(=O)c1cccnc1 (configuration not stated)	23.8	0.21	-0.22
Cc1ccc(C)c(CSc2nnc(-c3ccccn3)n2N)c1	·	0.05	0.69

# Going on with the list.
SMILES	INS promoter inh	SDO1 yeast rescue	SDO1 yeast rescue Rescue 24 h
Cc1cccc(C)c1N1CCN(S(=O)(=O)N2CCOCC2)CC1	-78.3	-0.5	-0.56
N#C/C(=N\Nc1ccc(Br)cc1)C(=N)N1CCOCC1	43.8	·	·
Cn1c(SCC(=O)Nc2cccc(S(=O)(=O)NC3=NCCCCC3)c2)nnc1-c1ccccc1	-11.8	·	·
O=C(O)c1ccc(CSc2nnc(SCc3ccccc3)s2)cc1	-32.6	0.28	-0.32
COC(=O)c1ccc2c(=O)n(C3CCCCC3)c(SCC#N)nc2c1	-11.1	-1.55	-0.78
Cc1ccc(C(=O)OCC(=O)N2CC(=O)Nc3ccccc32)s1	·	0.41	0.03
COc1ccc(-c2c(C#N)c(SCC(=O)c3cc4ccccc4oc3=O)nc(C)c2C(=O)Nc2ccccc2)cc1	·	0.11	0.99
Cc1ccc(C(=O)ON=C2CCN(S(=O)(=O)c3ccccc3)CC2)cc1	33.3	-0.8	-1.35
CCCCNC(=O)CN(CCc1ccccc1)S(C)(=O)=O	-10.0	2.96	0.12
CCC(C)[C@@H](C(=O)Nc1ccc2c(c1)OCO2)N1Cc2ccccc2C1=O (some centres not stated)	·	0.14	0.82

# The listing continues:
SMILES	INS promoter inh	SDO1 yeast rescue	SDO1 yeast rescue Rescue 24 h
CSc1cc(-c2ccccc2)n(C)c(=O)c1C#N	18.2	·	·
Cc1ccc2c(CN3CCN(CCO)CC3)cc(=O)oc2c1C	28.6	0.46	-0.81
CCN(CC)CCCNC(=O)CSc1nc(-c2ccc(F)cc2)cc(C(F)(F)F)n1	21.4	·	·
CCCOC(=O)CSc1nnc(-c2cc(OC)c(OC)c(OC)c2)o1	0.0	-0.01	-0.01
CN(C)c1ccc(C(=S)N2CCN(C(=S)Nc3cccc4ccccc34)CC2)cc1	44.4	·	·
COC(=O)C1=C(C)N(Cc2ccco2)C(=O)N[C@@H]1c1ccccc1	-63.6	-1.12	-1.09
Cc1cc(C(=O)Nc2cccc(O)c2)c(C)o1	21.4	0.01	-0.2
O=C(O)C1CCCN(C(=O)NCc2ccccc2)C1 (configuration not stated)	-5.3	0.05	-0.74
O=C1CCCc2ccccc2N1Cc1ccc(Cl)cc1Cl	-25.0	-1.46	-0.29
COc1cc(NC(=S)NCCC(c2ccccc2)c2ccccc2)c(OC)cc1Cl	52.9	-1.22	-1.83

# A draw from above in order of number of heavy atoms, falling.
SMILES	INS promoter inh	SDO1 yeast rescue	SDO1 yeast rescue Rescue 24 h
COc1cc(NC(=S)NCCC(c2ccccc2)c2ccccc2)c(OC)cc1Cl	52.9	-1.22	-1.83
CCCOC(=O)CSc1nnc(-c2cc(OC)c(OC)c(OC)c2)o1	0.0	-0.01	-0.01
COC(=O)C1=C(C)N(Cc2ccco2)C(=O)N[C@@H]1c1ccccc1	-63.6	-1.12	-1.09
O=C1CCCc2ccccc2N1Cc1ccc(Cl)cc1Cl	-25.0	-1.46	-0.29
O=C(O)C1CCCN(C(=O)NCc2ccccc2)C1 (configuration not stated)	-5.3	0.05	-0.74
CSc1cc(-c2ccccc2)n(C)c(=O)c1C#N	18.2	·	·
Cc1cc(C(=O)Nc2cccc(O)c2)c(C)o1	21.4	0.01	-0.2

# Next entries follow:
SMILES	INS promoter inh	SDO1 yeast rescue	SDO1 yeast rescue Rescue 24 h
O=C1C2=C(CCCC2)C(=O)N1c1cccc(OCCBr)c1	-107.1	-0.25	0
CCOC(=O)c1ccccc1NC(=O)c1cccc(F)c1	44.4	0.58	0.83
COc1cc(CNn2cnnc2)ccc1OCC(=O)NC(C)(C)C	26.8	0.07&0.05	0.42&0.54
COCCN(C(=S)Nc1ccc(C(C)C)cc1)C(C)c1cccs1 (configuration not stated)	-7.1	·	·
COc1cccc(OCCn2cc(C(=O)c3ccco3)c3ccccc32)c1	-180.0	-1.81	-1.46
CC(Sc1nc(N(C)C)nc(N2CCOCC2)n1)C(=O)Nc1ccccc1 (configuration not stated)	0.0	-1.05	-1.04
Cc1ccc(-c2csc3ncnc(SCC(=O)NCc4ccc5c(c4)OCO5)c23)cc1	36.7	-1.24	-1.02
Cc1c(Cl)c([N+](=O)[O-])nn1CCCC(=O)Nc1cc(Cl)ccc1Cl	-14.3	0.74	1.96
Cc1cccc(Nc2nc(-c3ccc4c(c3)OCCO4)cs2)c1	-40.5	0.23	1.07
CCCCn1c(-c2cc(Cl)ccc2OC)n[nH]c1=S	26.3	0.79	0.4

# Next part.
SMILES	INS promoter inh	SDO1 yeast rescue	SDO1 yeast rescue Rescue 24 h
COC(=O)c1cc(C)sc1NC(=O)c1cccnc1	-312.5	-0.22	-0.19
O=C(NCC1CCCO1)/C(=C\c1ccco1)NC(=O)c1ccccc1 (configuration not stated)	-29.2	0.6	0.94
CC(=O)Oc1cc2c(cc1Cl)C1(CC(c3ccccc3Cl)O2)CC(C)(C)NC(=S)N1 (configuration not stated)	3.3	-0.31	-0.51
N#C/C(=C(/O)COC(=O)Cc1c[nH]c2ccccc12)c1nc2ccccc2[nH]1	·	-0.58	-0.69
Cc1cc(C(F)F)n2nc(C(=O)Nc3sc4c(c3C#N)CCC4)nc2n1	-31.0	-0.13	0.33
CC1CCCC(C)N1c1nnc(N)s1 (configuration not stated)	5.0	2.2	1.85
Cc1nn(CC(=O)OCCOc2ccc(Br)cc2)c(C)c1[N+](=O)[O-]	-8.3	·	·
Cc1ccc(S(=O)(=O)Nc2ccc(NC(=O)CN3CCCCC3)cc2)cc1	50.0	-0.9	-0.74
CCCCC(=O)Nc1ccc(C(=O)NCCCn2ccnc2)cc1	-37.0	0.54	-0.28
COc1ccc(CNC(=O)COc2ccc(S(=O)(=O)NC(C)C)cc2)cc1	60.0	1.88	1.34

# Going on with the list.
SMILES	INS promoter inh	SDO1 yeast rescue	SDO1 yeast rescue Rescue 24 h
Fc1ccc2nc(N3CCCCC3)sc2c1	70.0	1.12	0.7
CC(C)NC(=O)NC(=O)COc1ncnc2sccc12	·	1.61	1.74
O=C(NCC1CCCO1)Nc1ccc(Cl)cc1 (configuration not stated)	-24.1	1.12	0.37
COc1ccc(NC(=O)C2CCC(CNc3c(N4CCC(C)CC4)c(=O)c3=O)CC2)cc1OC (configuration not stated)	·	1.27	0.4
CCc1ccc(N2CC34C=CC(O3)C(C(=O)OC)C4C2=O)cc1 (configuration not stated)	·	0	-0.71
Cc1nn(Cc2ccccc2)c(N)c1C#N	0.0	0.23	0.15
CSc1nc(Cl)c(Cc2ccc(OC(C)C)cc2)c(N(C)C)n1	·	0.06	0.3
Cc1nn(-c2ccccc2)c(N)c1C(O)(C(F)(F)F)C(F)(F)F	32.4	2.76	2.96
C/C(N)=C(/C#N)C(=O)CSc1nnc(Nc2ccccc2C)s1	35.1	0.91	0.99
O=C(CSc1nnc(-c2cccnc2)n1Cc1ccco1)c1ccc(Cl)cc1	·	-0.84	-0.64

# Carrying on:
SMILES	INS promoter inh	SDO1 yeast rescue	SDO1 yeast rescue Rescue 24 h
Cc1ccc(S(=O)(=O)N/N=C/c2cnn(C)c2C)cc1	-8.6	0.13	-0.47
COc1ccc(S(=O)(=O)N(C)CC(=O)Nc2ccc3c(c2)OCO3)cc1OC	-77.8	-0.39	-1.67
O=C(NCCN1CCCCC1)/C(=N\O)c1ccccc1	-14.3	0.11	-0.21
CCOC(=O)c1cc2c(=O)n3cccc(C)c3nc2n(CCCOC)c1=NC(=O)c1cccnc1	·	-0.4	-0.87
